XIAP displacement: XIAP antagonists, biochemical, IAP family, fluorescence polarization (AID 1018). 0.007% of 200,000 active. XIAP BIR domain, fluorescence polarization peptide displacement; higher % means a stronger effect. displacement, % at 20 µM; hits with a dose series show IC50 in µM; in the data active means displacement above about 50%; further: a part of the inactive calls stands beside numbers as strong as those of hits
RSV CPE inhibition: RSV antiviral activity via CPE protection, HEp-2 cells, primary 10 µM value included (AID 2391) | HEp-2 cells, RSV-induced CPE inhibition; higher % means a stronger effect | one-dose CPE inhibition, % at 10 µM; IC50 in µM for titrated hits | 0.13% of 310,000 active; in the data active means a potency from the dose series; inconclusive means CPE inhibition mostly from about 23% at the one dose, without a potency; inactive means the rest, 99 in 100 with CPE inhibition below about 21%; further: strong numbers were not always called active
TNAP activation fold: human TNAP enzyme activators, primary screen, biochemical, luminescent, no phosphate acceptor, uHTS (AID 1001) | Alkaline phosphatase, tissue-nonspecific isozyme (Homo sapiens) | purified TNAP, luminescent activation assay, no phosphate acceptor; higher activation fold means a stronger effect | one-dose activation fold at 20 µM; EC50 in µM for titrated hits | 0.03% of 200,000 active; in the data active means activation fold from about 3, or a potency from the dose series; inactive means the rest, 99 in 100 with activation fold below about 1.6; further: many of its hits are not listed in these tables
PMI inhibition: human PMI inhibitors, high substrate, primary screen, biochemical, fluorescence intensity, high mannose 6-phosphate (AID 1220). recombinant PMI enzyme, coupled fluorescence intensity; higher % means a stronger effect. inhibition, % at 20 µM, or IC50 in µM where a hit was titrated. 0.66% of 190,000 active
Siah-1 displacement: Siah-1 peptide-binding antagonists, primary screen, biochemical, fluorescence polarization, rhodamine-plectin, uHTS (AID 1817); 0.02% of 290,000 active; Siah-1 / rhodamine-plectin peptide fluorescence polarization; higher % means a stronger effect; one-dose displacement, % at 20 µM; IC50 in µM for titrated hits;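 active means displacement of at least 50% at 20 µM, with a fluorescence ratio check between 0.3 and a set limit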;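 further: plate controls were Siah plus tracer with DMSO for no effect and tracer alone without Siah for full effect; strong numbers were not always called active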
Salmonella PhoP GFP: inhibitors of PhoP regulon expression, primary screen, Salmonella Typhimurium, GFP reporter (AID 1863) | S. Typhimurium PhoP-regulated promoter GFP reporter, 4 h; higher % means a stronger effect | inhibition, % at 50 µM, or IC50 in µM where a hit was titrated | 0.16% of 300,000 active;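 active means inhibition over 29.93%, a cutoff 3 SD above the screen mean, later confirmed by dose response; inconclusive means inhibition over 29.93% but no dose response follow-up; inactive means inhibition at most 29.93% or unconfirmed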;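 further: 0% = low Mg2+ inducing control and 100% = high Mg2+ repressing control; strong numbers were not always called active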
human PMI inhibition: inhibitors of human PMI, primary screen, biochemical, fluorescence intensity, coupled assay (AID 1209). 0.42% of 190,000 active. Mannose-6-phosphate isomerase (Homo sapiens). purified PMI enzyme, coupled fluorescence intensity; higher % means a stronger effect. inhibition, % at 20 µM; hits with a dose series show IC50 in µM;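 further: plate controls were DMSO vehicle for no effect and wells lacking substrate for full effect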
Myeloid diff 2: induction of myeloid progenitor differentiation, primary screen, cell-based, flow cytometry, MLPCN library; ER-HoxA9 myeloid progenitors, lysozyme-GFP differentiation; calls only at 10 µM; 1% of 360,000 active; AID 624256, 2012;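 active means normalized GFP-positive differentiation at or above the plate's own cutoff, the solvent-only control mean plus 3 SD; inconclusive means no clear call, values can overlap the other calls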;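 further: cells exposed to compound for four days before flow analysis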
WT yeast gro inh: growth inhibition of WT strain, primary screen, mitochondrial fusion inhibitor project, WT and mutant strains, chemical genetic. mitochondrial fusion phenotypic screen. inhibition, % at 10 µM. 2.1% of 190,000 active; in the data active means inhibition above about 58%; tested in S. cerevisiae
WT yeast gro inh mutant strain: recorded beside WT yeast gro inh, whose call it bears; inhibition, %; mitochondrial fusion phenotypic screen, mutant strain inhibition
Myeloid diff 2 GFP+ MAC1+ %: also measured in Myeloid diff 2; calls as there; GFP+ MAC1+ double positive, %; measured here: differentiation confirmed by MAC1 staining
Starred values were filed as active, the others as inactive; i = inactive; ? = inconclusive; . = no result given. Unless noted, no stated cut-off is given here; in the data, active means inhibition above about 50%; inactive means the rest.

SMILES | XIAP displacement | RSV CPE inhibition | TNAP activation fold | PMI inhibition | Siah-1 displacement | Salmonella PhoP GFP | human PMI inhibition | Myeloid diff 2 | Myeloid diff 2 GFP+ MAC1+ % | WT yeast gro inh | WT yeast gro inh mutant strain
COC(=O)c1[nH]c2cccc(Cl)c2c1NC(=O)CN(C)C1CCCCC1 | -3.1% | 2.7% | 1 | 3% | -2% | -4% | -7% | i | 2.4 | 61* | 46*
CC1CCCCN1C(=O)CSc1nnc(-c2c[nH]c3ccccc23)o1 (stereo unspecified) | -2.0% | ? | 1.1 | -4% | -1% | -15% | -3% | i | 5.1 | -11 | -14
Cc1ccc(S(=O)(=O)N/N=C/c2c(C)nn(-c3ccccc3)c2C)cc1 | -5.5% | 3.8% | 1 | 5% | -7% | 15% | 7% | i | 1.1 | -2 | -1
CC(C)c1ccc(NC(=O)C2CCCN(S(=O)(=O)c3cnc[nH]3)C2)cc1 (stereo unspecified) | -3.9% | 1.2% | 1.1 | 1% | 5% | 0% | -4% | i | 2.2 | 5 | 15
O/N=C/c1ccc(OCc2ccccc2)c(Cl)c1 | -5.9% | -1.1% | 1.1 | -1% | 7% | 23% | 3% | i | 0.5 | 9 | -2
O=S1(=O)NC(=NCc2ccccc2)c2ccccc21 | -11% | -0.9% | 1.1 | 11% | -1% | 0% | 14% | i | 0.7 | 29 | 14
Cn1c(Cc2ccccc2)nnc1SCC(=O)Nc1ccc(N2CCOCC2)cc1 | . | 2.3% | . | . | 1% | -4% | . | i | 1.5 | . | .
COc1ccc(Nc2ccc(S(=O)(=O)N3CCCCC3)cc2[N+](=O)[O-])cc1Cl | -6.4% | 21% | 0.9 | 18% | -2% | 3% | 26% | i | 1.0 | 28 | -1
CCn1ccc(C(=O)NC2CCCC2)n1 | . | 1.1% | . | . | -1% | -5% | . | i | 0.4 | . | .
Cc1cc(NC(=O)CSc2nnc(CNC(=O)c3cccc(C(F)(F)F)c3)o2)no1 | . | 0.9% | . | . | -2% | -6% | . | i | 0.5 | . | .
Cc1nc(N2CCCCC2)sc1C(=O)c1ccc(SCCO)c([N+](=O)[O-])c1 | -1.4% | 18% | 1 | 22% | -6% | 2% | 17% | i | 0.8 | 17 | 17
CCCc1c(C(=O)NNc2cc(C(F)(F)F)ccc2Cl)cnn1-c1ccccc1 | . | 0.4% | . | . | -1% | -7% | . | i | 0.6 | . | .
COc1cc2c(cc1OC)-c1nnc(C)n1C(C)(C)C2 | -4.9% | -1.3% | 1.1 | 0% | -1% | -9% | 4% | i | 1.0 | -7 | -3
COc1ccc(C2=NO[C@@H]3C(=O)N(c4ccc5c(c4)OCCO5)C(=O)[C@H]23)cc1OC | -2.8% | -0.5% | 1.1 | 15% | 6% | 11% | 15% | i | 0.6 | -7 | -4
S=C(NCc1ccc(Cl)c(Cl)c1)NCc1ccco1 | . | 6.5% | . | . | 7% | 6% | . | i | 1.0 | . | .
CC(C)(C)OC(=O)[C@H](Cc1ccccc1)NC(=O)c1nc[nH]c1C(=O)NCc1ccccc1 | -1.7% | -1.4% | 1.1 | 20% | 3% | -5% | 25% | i | 1.2 | 21 | 4
OCCN(C=NC1=NN(c2cccc(C(F)(F)F)c2)CC1)CCO | -2.1% | -0.2% | 1 | 0% | -4% | 8% | -1% | i | 0.2 | -27 | -5
COC(=O)C(Cc1ccccc1)NC(=O)C12CC3CC(CC(C3)C1)C2 (stereo unspecified) | -4.7% | 1.1% | 1.1 | -3% | 4% | -2% | 3% | i | 1.0 | -5 | 2
O=C1OC(c2ccc(Cl)cc2)=C/C1=C/c1cccnc1 | . | 0.8% | . | . | 9% | -7% | . | i | 0.2 | . | .
Cc1ccccc1-n1c(C)cc(/C=N/NC(=O)c2ccncc2)c1C | 6.0% | -0.2% | 1 | -2% | 2% | 1% | 1% | i | 9.9 | 9 | 0

A second format for part of the listing above.
| canonical_smiles | XIAP displacement | RSV CPE inhibition | TNAP activation fold | PMI inhibition | Siah-1 displacement | Salmonella PhoP GFP | human PMI inhibition | Myeloid diff 2 | Myeloid diff 2 GFP+ MAC1+ % | WT yeast gro inh | WT yeast gro inh mutant strain |
| --- | --- | --- | --- | --- | --- | --- | --- | --- | --- | --- | --- |
| Cc1nc(N2CCCCC2)sc1C(=O)c1ccc(SCCO)c([N+](=O)[O-])c1 | -1.4% | 18% | 1 | 22% | -6% | 2% | 17% | i | 0.8 | 17 | 17 |
| O=C1OC(c2ccc(Cl)cc2)=C/C1=C/c1cccnc1 | . | 0.8% | . | . | 9% | -7% | . | i | 0.2 | . | . |
| S=C(NCc1ccc(Cl)c(Cl)c1)NCc1ccco1 | . | 6.5% | . | . | 7% | 6% | . | i | 1.0 | . | . |
| CC(C)c1ccc(NC(=O)C2CCCN(S(=O)(=O)c3cnc[nH]3)C2)cc1 (stereo unspecified) | -3.9% | 1.2% | 1.1 | 1% | 5% | 0% | -4% | i | 2.2 | 5 | 15 |
| Cc1cc(NC(=O)CSc2nnc(CNC(=O)c3cccc(C(F)(F)F)c3)o2)no1 | . | 0.9% | . | . | -2% | -6% | . | i | 0.5 | . | . |

Next records follow:
SMILES | XIAP displacement | RSV CPE inhibition | TNAP activation fold | PMI inhibition | Siah-1 displacement | Salmonella PhoP GFP | human PMI inhibition | Myeloid diff 2 | Myeloid diff 2 GFP+ MAC1+ % | WT yeast gro inh | WT yeast gro inh mutant strain
Cc1ccc2[nH]c(=O)c(CN(CCO)C(=O)NCc3ccccc3)cc2c1 | -2.5% | 2.2% | 1 | 8% | -2% | -2% | 12% | i | 1.1 | 2 | -9
CC(C)c1ccc(NC2(C#N)C(=O)Nc3ccccc32)cc1 (stereo unspecified) | 1.6% | 1.2% | 1 | 8% | 4% | 3% | 12% | i | 0.6 | 15 | 12
COCc1ccc(CN2CCC(C(=O)Nc3cccc(-c4cscn4)c3)CC2)o1 | . | 1.4% | . | . | 0% | -3% | . | i | 0.0 | . | .
COC(=O)C1=C(SC)N(c2ccccc2)C(c2ccccc2)CC1=O (stereo unspecified) | -11% | 2.7% | 1 | -3% | 14% | 12% | 1% | i | 0.0 | 6 | -3
CCOCCN(C(=O)c1ccccc1Cl)c1cccc(C)c1C | . | 4.2% | . | . | 5% | 2% | . | i | 0.0 | . | .
CC(=O)c1cnc(Nc2nc(C)c3ccccc3n2)nc1C | -4.0% | 0.5% | 1.1 | 6% | -8% | -11% | 18% | . | . | 9 | 2
COc1ccccc1Nc1nnc(SCC(=O)N2CCCC2)s1 | -5.7% | 1.8% | 1.1 | 4% | 1% | 7% | 1% | i | 7.3 | 8 | -5
CC/C(=N/NS(=O)(=O)c1ccc(Cl)cc1)c1ccc(O)cc1 | -2.8% | 2.7% | 1.2 | -24% | 4% | 8% | -23% | i | 0.7 | -3 | -9
Cc1nc(CNS(=O)(=O)c2ccc3c(c2)OCCO3)cs1 | -6.4% | 0.9% | 1.1 | -1% | 5% | -5% | 0% | i | 9.1 | -8 | -10
O=C(N/N=C\c1ccncc1)c1ccc(Cl)s1 | . | 2.5% | . | . | -6% | 16% | . | ? | . | . | .
COc1ccccc1-n1cnnc1SCC(=O)NC1CCS(=O)(=O)C1 (stereo unspecified) | -2.6% | -0.3% | 1.1 | -6% | 3% | 4% | 0% | i | 0.6 | -6 | -5
Cc1nnc(SCC(=O)N2CC(=O)Nc3ccccc32)s1 | -0.5% | 1.9% | 1.1 | 0% | -1% | -1% | -2% | i | 0.3 | -9 | -2
CCOC(=O)NC1(NC(C)C)Oc2ccccc2O1 | -3.9% | 1.2% | 1 | 12% | -2% | -4% | 12% | i | 0.2 | -5 | -1
Cc1cc(C)nc(SCC(=O)Nc2ccc(S(=O)(=O)NCCO)cc2)n1 | -7.2% | 0.1% | 1 | 2% | -2% | -5% | 8% | i | 0.7 | -13 | -1
CCCCOc1ccccc1C(=O)N(Cc1ccco1)C1CCS(=O)(=O)C1 (stereo unspecified) | . | 4.0% | . | . | -3% | -2% | . | i | 3.0 | . | .
N/C(=N\c1nc2ccccc2o1)NC(=O)c1ccccc1Br | . | 1.4% | . | . | 10% | -4% | . | i | 0.6 | . | .
COC(=O)c1ccccc1NC(=O)C12CC3CC(C1)CC(n1cnc(Cl)n1)(C3)C2 | -5.8% | 11% | 1 | 14% | 5% | -7% | 9% | i | 1.6 | 21 | -8
CCc1c(C)nc2ccc(Br)cc2c1SCCC#N | -4.7% | 0.3% | 1.1 | -6% | 9% | 11% | -8% | i | 0.2 | 12 | 13
O=S(=O)(NCc1ccncc1)c1ccc(Br)s1 | -5.7% | -0.7% | 1.1 | 15% | 0% | 7% | 21% | i | 0.8 | -2 | 13
Cc1ccc(C)c(NC(=O)CCC(=O)NNC(=O)COc2cc(C)ccc2C)c1 | . | 1.0% | . | . | 2% | 1% | . | i | 4.5 | . | .
COC(=O)c1cc(S(=O)(=O)NCc2ccc3c(c2)OCO3)cn1C | . | 1.5% | . | . | -2% | -1% | . | i | 1.4 | . | .
COc1ccc(/C=N/S(=O)(=O)CCc2ccccc2)c(OC)c1 | -12% | 0.4% | 1.1 | 8% | -1% | -9% | 18% | i | 0.3 | -3 | 11
CCCc1cc(NCCCO)n2c(nc3ccccc32)c1C#N | . | 3.9% | . | . | -4% | -5% | . | i | 0.3 | . | .
Cc1cc(-c2ccccc2)c(C#N)c(N)n1 | -1.4% | 7.6% | 1.1 | -10% | -1% | 15% | -12% | i | 1.2 | 10 | 12
NC(c1ccccc1)c1ccncc1 (stereo unspecified) | . | 2.5% | . | . | 5% | -3% | . | i | 0.5 | . | .
CC(=O)Nc1cc(S(=O)(=O)Nc2ccc(C)cc2)c(C)cc1C | -4.6% | 1.5% | 1.1 | 1% | -4% | 14% | 3% | i | 1.9 | -12 | -2
COc1ccc(/C(N)=N/OC(=O)C2CCCCC2)cc1OC | . | 1.3% | . | . | 0% | 1% | . | i | 0.0 | . | .
CN(Cc1ccccc1F)c1ccc(S(=O)(=O)N2CCCC2)cn1 | -4.6% | 7.1% | 1.1 | 0% | -11% | 1% | -11% | i | 0.3 | -10 | 8
O=C1c2ccccc2C(=O)N1c1cccc2cccnc12 | -5.5% | 1.1% | 1.1 | -2% | 77% | -24% | -3% | i | 0.3 | 1 | -6
C=CCSc1nc2sc3c(c2c(=O)[nH]1)CC(C)(CC)OC3 (stereo unspecified) | . | 9.0% | . | . | 4% | -2% | . | i | 0.4 | . | .
O=S(=O)(NCc1ccc2c(c1)OCO2)c1cnc[nH]1 | 2.8% | 1.7% | 1.1 | 13% | 2% | 11% | 6% | i | 2.8 | 5 | 6
Cc1sc2nc(COC(=O)c3cccc(OC(F)F)c3)[nH]c(=O)c2c1C | . | 2.0% | . | . | -1% | -7% | . | i | 0.3 | . | .
COc1ccc(CNC(=O)c2c(C)cc(=O)oc2C)cc1 | -14% | -0.9% | 1 | 6% | 5% | -5% | -1% | i | 0.1 | -5 | -15
COc1cccc(S(=O)(=O)NCc2ccc(C(=O)N3CCN(Cc4ccccc4)CC3)cc2)c1 | . | 18% | . | . | 8% | -3% | . | i | 0.6 | . | .

Screens deposited in PubChem BioAssay by several laboratories.
